Assay outcomes: PubChem, The Scripps Research Institute Molecular Screening Center
FBW7 act = activators of human E3 ligase FBW7; AlphaScreen FBW7–phospho-cyclin E peptide binding, activator screen; Q969H0; AID 1259310; normalized activity (activation), % at 26.1 µM; hit rate 0.13% among 650,000; in the data active = normalized activity above about 1.9%;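 also: purified mutant Fbw7 with reduced substrate affinity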
MITF inh = human MITF inhibition, primary screen; inhibition, % at 2.6 µM; AID 1259374; O75030; hit rate 0.91% among 650,000; AlphaScreen MITF homodimerization, bead proximity signal; in the data active = inhibition above about 50%;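 also: 0% = vehicle wells with protein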
Target sequence (O75030 whole entry, looked up): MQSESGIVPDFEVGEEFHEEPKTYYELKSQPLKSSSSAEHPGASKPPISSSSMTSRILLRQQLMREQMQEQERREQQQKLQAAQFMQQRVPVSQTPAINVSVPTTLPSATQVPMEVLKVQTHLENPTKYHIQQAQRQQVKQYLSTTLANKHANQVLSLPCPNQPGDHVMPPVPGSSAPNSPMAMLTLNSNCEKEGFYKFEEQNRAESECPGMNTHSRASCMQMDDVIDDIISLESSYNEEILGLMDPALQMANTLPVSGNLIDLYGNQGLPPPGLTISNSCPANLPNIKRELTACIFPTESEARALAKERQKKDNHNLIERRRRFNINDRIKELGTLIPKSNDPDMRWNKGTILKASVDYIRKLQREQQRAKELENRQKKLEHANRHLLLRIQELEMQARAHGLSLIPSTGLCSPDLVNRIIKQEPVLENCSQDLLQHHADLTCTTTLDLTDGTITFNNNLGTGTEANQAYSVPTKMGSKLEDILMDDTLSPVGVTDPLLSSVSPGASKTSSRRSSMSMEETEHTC
TEAD-YAP inh = TEAD-YAP interaction inhibition; AID 1259422; hit rate 1.4% among 640,000; HEK-TIYL cells, TEAD-Gal4/YAP UAS-luciferase luminescence; inhibition, % at 9.12 µM; in the data active = inhibition above about 32%;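 also: 0% = median of test compound wells and 100% = reference inhibitor wells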
GPR151 activ = activates the human receptor GPR151 | activation, % at 11.2 µM | PathHunter beta-arrestin GPR151 cells, luminescence | Q8TDV0 | hit rate 1% among 650,000; in the data active = activation above about 4.9%;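 also: 0% = median of compound wells and 100% = cells with positive control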
Target sequence (Q8TDV0 whole entry, looked up): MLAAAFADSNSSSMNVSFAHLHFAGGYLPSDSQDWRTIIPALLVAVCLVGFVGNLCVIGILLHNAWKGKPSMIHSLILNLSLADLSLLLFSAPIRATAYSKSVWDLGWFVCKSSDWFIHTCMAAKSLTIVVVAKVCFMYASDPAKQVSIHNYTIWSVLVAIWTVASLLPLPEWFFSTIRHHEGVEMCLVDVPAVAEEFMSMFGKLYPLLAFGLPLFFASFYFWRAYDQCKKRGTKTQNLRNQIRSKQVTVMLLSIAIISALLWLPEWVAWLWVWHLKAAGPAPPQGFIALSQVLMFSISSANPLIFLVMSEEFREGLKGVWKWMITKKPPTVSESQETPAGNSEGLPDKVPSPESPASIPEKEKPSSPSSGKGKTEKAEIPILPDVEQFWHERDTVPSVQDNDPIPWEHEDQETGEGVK
* hit, by the source's call; . = no result given; & = joins results of further samples.

no.	molecule	MITF inh	GPR151 activ	FBW7 act	TEAD-YAP inh
1	COc1ccc(OC)c(-n2c(C)nc3cc(C(=O)O)ccc32)c1	3	-0.3	0.0	0
2	O=C1N=C(N2CCN(CCO)CC2)S/C1=C\c1ccc(O)cc1	10	-0.4	0.0	4
3	CC(C)(C)NC(=O)C(=O)NNC(=O)c1cccc(I)c1	3	-0.1	0.0	-3
4	Nc1ccc2c(c1)C(=O)NC2=O	-9	1.2	-0.1	-7
5	Cc1cc(C)n2nc(C(=O)Nc3ccc(S(=O)(=O)N(C)C)cc3)nc2n1	11	0.3	0.4	-3
6	CN1CCN(c2ccc(-c3cc(C(=O)NCCc4ccc(O)cc4)ccn3)cc2)CC1	5	-0.5	-0.1	4
7	c1ccc(CCNc2c3c(nc4ccccc24)CCC3)cc1	-14	-0.1	0.5	39*
8	Cc1c(CCC(C)C)c(=O)n2c([nH]c3ccccc32)c1C#N	-1	1.5	0.0	8
9	C=CCSc1nc(C)c2cc(C)ccc2n1	10	2.5	1.5	-37
10	COc1cccc(Nc2nc(-c3ccc(I)cc3)cs2)c1	-1	3.2	0.4	-3
11	CCOc1c(Br)cc(C(=O)NCCN(C)C)cc1OC	1	0.6	-0.1	7
12	O=C1NN(c2ccc(Cl)cc2)C(=O)/C1=C/c1ccc(O)c(O)c1	3	-0.4	-0.4	4
13	CC(C)CNC(=O)COc1ccc(C(C)C)cc1	8	0.6	-0.1	-26
14	O=C(Nc1c2c(nn1-c1cccc(Cl)c1)CS(=O)C2)c1c(F)cccc1F (centres undefined)	-4	-0.6	-0.1	9
15	c1cc(-c2n[nH]c(C3CCNCC3)n2)ccn1	2	0.3	0.1	-7
16	O=C(CSc1nnc2ccc3ccccc3n12)NCc1ccco1	0	0.0	-0.1	30
17	Cn1c(Nc2nc(Nc3ccc4c(c3)OCO4)c3ncn(-c4ccccc4)c3n2)nc2ccccc21	8	-0.9	-0.1	-8
18	CC/C(=C(/CC)c1ccc(O)cc1)c1ccc(O)cc1	8&6&-9&6	1.7&-1.6&0.0&2.9	0.0&-0.1&0.0	5&5
19	COc1ccc(-c2csc(NC(=O)c3ccc(F)cc3)c2C(=O)O)cc1	-9	-3.1	-0.1	30
20	C=CCNC(=S)NC(=O)c1ccc(Cl)cc1Cl	-4	0.0	-0.2	-4
21	COc1ccc(S(=O)(=O)Nc2ccccc2C(=O)NCCc2ccccc2)cc1	7	1.5	-0.2	0
22	COc1cccc(CC(=O)N2CCC(Cn3nc(-c4cccs4)ccc3=O)CC2)c1	3	0.1	-0.1	2
23	Cc1nn(-c2ccccc2)c2c1C(c1cc(Br)ccc1F)C(C#N)=C(N)O2 (centres undefined)	-9	-0.3	-0.4	6
24	CS(=O)(=O)c1ccccc1CN1CCC(NCc2cccnc2)CC1	2	-1.3	0.1	1
25	COc1ccc(C2SCCN2S(=O)(=O)c2ccc(F)cc2)cc1OC (centres undefined)	-1	-0.3	-0.1	1
26	C=CCOc1ccc(C2/C(=C(\O)c3ccc(S(=O)(=O)N(C)C)cc3)C(=O)C(=O)N2CCCN2CCOCC2)cc1OC (centres undefined)	3	-0.9	0.5	-4
27	COC(=O)C1=C(C)Nc2c(c(=O)n(C)c(=O)n2C)C1c1sccc1C (centres undefined)	2	-0.3	-0.1	4
28	CCOc1ccc(NS(=O)(=O)c2ccc(OCC(=O)O)cc2)cc1	-1	0.3	0.1	-5
29	CC1(C)C(c2ccco2)=[N+]([O-])C2(CCCCC/C2=N\NC(N)=O)N1O (centres undefined)	3	0.2	0.1	-3
30	CCn1nnnc1-c1ccc(OC)c(S(=O)(=O)Nc2ccc(F)cc2)c1	3	-0.7	0.5	2

Pulled one by one from above (5):
no.	molecule	MITF inh	GPR151 activ	FBW7 act	TEAD-YAP inh
28	CCOc1ccc(NS(=O)(=O)c2ccc(OCC(=O)O)cc2)cc1	-1	0.3	0.1	-5
9	C=CCSc1nc(C)c2cc(C)ccc2n1	10	2.5	1.5	-37
10	COc1cccc(Nc2nc(-c3ccc(I)cc3)cs2)c1	-1	3.2	0.4	-3
14	O=C(Nc1c2c(nn1-c1cccc(Cl)c1)CS(=O)C2)c1c(F)cccc1F (centres undefined)	-4	-0.6	-0.1	9
22	COc1cccc(CC(=O)N2CCC(Cn3nc(-c4cccs4)ccc3=O)CC2)c1	3	0.1	-0.1	2

Following part:
no.	molecule	MITF inh	GPR151 activ	FBW7 act	TEAD-YAP inh
31	Oc1ccc2ccccc2c1/C=N/n1cnnc1	1	2.5	-0.1	5
32	COc1ccc(OC(C)C(=O)NCCc2ccccc2)cc1 (centres undefined)	-1	0.4	0.2	-4
33	Cc1ccc(NC(=O)c2ccc3c4c(cccc24)CC3)nc1	-2	-1.1	-0.2	-2
34	COc1ccc(NC(=O)CSc2nnc(-c3ccccc3OC)n2-n2cccc2)cc1	17	-1.5	0.5	3
35	CCN1C(=O)CC(CC(=O)N2CCN(c3ccc(O)cc3)CC2)(c2ccccc2C)C1=O (centres undefined)	-5	0.8	-0.1	-3
36	COCCO[C@H]1[C@H](NC(=O)C(C)C)c2ccccc2C12CCN(CCO)CC2	-2	-0.4	0.1	-2
37	Cc1nc2ccccc2nc1N/N=C/c1ccccc1O	-51	1.5	-0.1	-11
38	CC(=O)N1CCC2(CC1)OCc1cc(-c3cccc4ncccc34)ccc1O2	-12	1.9	0.2	1
39	COc1ccc(C(=O)c2oc3ccccc3c2NC(=O)c2cc(OC)c(OC)c(OC)c2)cc1	15	1.2	0.1	4
40	Cc1n[nH]c(C)c1CCNC(=O)CCc1nnc(CCCc2ccccc2)o1	-11	-0.5	-0.1	4
41	Nc1cccc(Oc2ncc(-c3cccs3)cn2)c1	6	2.6	-0.3	-41
42	CC(C)n1cnc2c(NCc3cccc(C(F)(F)F)c3)nc(Nc3ccc(C(F)(F)F)cc3)nc21	-2	2.9	0.1	-12
43	Cc1cccc(NC(=O)CSc2ccc3nnc(-c4cccs4)n3n2)c1	-4	1.7	-0.1	-5
44	CCOc1cc(-c2nc3sc4c(c3c(=O)[nH]2)CCCC4)ccc1OCCOc1ccc(Br)cc1	-1	-0.6	0.0	-3
45	Cc1cc(C)n(-c2cc(N3CCOCC3)nc(C)n2)n1	7	0.3	0.2	4
46	Cc1cccc(Nc2nc3nonc3nc2N2CCCCCC2)c1C	8	0.5	0.0	11
47	Cc1ccc2nc3c(cc(C(=O)NCCN4CCOCC4)c(=N)n3C(C)C)c(=O)n2c1	9	1.4	0.1	10
48	CC(=O)NC1=NN(C(C)=O)C(/C=C/c2ccccc2)S1 (centres undefined)	15	-0.8	0.0	6
49	CC1=C(C(=O)OC2CCCCC2)C(c2cccc(C)c2)C2=C(CCCC2=O)N1 (centres undefined)	-12	0.0	0.1	-6
50	CCCCNC(=O)O/N=C/C(=O)Nc1ccccc1	1	-0.1	-0.2	-60
51	CCOC(=O)CSc1nc(NCc2ccco2)c2ccccc2n1	5	-1.3	0.3	2
52	COc1ccc(S(=O)(=O)NCCC(=O)N2CCCC2)cc1N(C)S(C)(=O)=O	16	-2.8	0.0	-2
53	O=C(O)CSC1=NC(=O)CC(=O)N1	9	0.5	0.2	12
54	O=C(CCC(=O)OCC(=O)c1ccc2ccccc2c1)Nc1ccccc1Cl	-1	4.1	-0.3	-1
55	CCOc1cc(/C=C2/NC(=O)NC2=O)ccc1OCc1ccc(Cl)cc1	-6	1.7	-0.1	14
56	COc1ccc(OC)c(C2C(C(=O)OCCc3ccccc3)=C(C)NC3=C2C(=O)CC(C)(C)C3)c1 (centres undefined)	-2	-0.1	0.1	3
57	Cc1ccc(C)c(CSC2=NCCN2S(C)(=O)=O)c1	-5	0.6	-0.2	-8
58	Cc1nnc(CN(C)Cc2cn[nH]c2-c2ccc(C)c(C)c2)o1	10	6.7*	-0.1	-18
59	COc1ccc(CCNC(=O)C(C#N)c2nc3ccccc3nc2N2CCCC2)cc1 (centres undefined)	14	-0.7	0.2	-3
60	COc1ccc(C(=O)N2CCC(C(N)=O)(N3CCCCC3)CC2)c(OC)c1	5	-0.1	0.0	0
61	Nc1nncn1C(=O)COc1ccccc1	-15	0.7	0.0	-3
62	COc1cccc(C(=O)N2CCN(C(=O)Cc3ccccc3)CC2)c1	-3	-0.8	-0.1	4
63	COc1ccccc1-n1c(SCC(=O)N2CCCC2)nc2[nH]ncc2c1=O	-4	-1.0	-0.1	-14
64	Cc1ccccc1NC(=O)Nc1nonc1C	3	-0.4	0.0	-4
65	O=C(c1ncoc1-c1cccs1)N1CCN(Cc2ccccc2)CC1	4	1.1	0.0	-13
66	CCN1CCN(C(=O)c2ccc(CS(=O)c3ccc(Cl)cc3)o2)CC1 (centres undefined)	-5	0.0	-0.1	-3
67	COc1ccc(C(=O)NNC(=O)c2ccc(F)cc2)cc1OC	9	0.5	0.6	10
68	Cc1ccccc1-n1c(SCC(=O)Nc2nccs2)nnc1-c1cccnc1	3	1.1	0.1	62*
69	c1cnc2ccc(C(c3nnnn3C3CCCCC3)N3CCOCC3)cc2c1 (centres undefined)	14	0.3	0.2	-2
70	Cc1ccc(N(C)C(=O)N2CCN(C(=O)N(C)c3ccc(C)cc3)CC2)cc1	-12	-0.2	-0.1	-1
71	Cc1ccc(/C=C2\NC(=O)c3ccccc3C2=O)cc1	-15	-4.7	-0.3	1
72	Cc1cccnc1NC(=O)c1c(O)c2ccccc2n(C)c1=O	-4	-0.5	0.1	1
73	CCc1ccccc1NC(=O)/C(C#N)=C\c1ccc(I)o1	16	1.3	-0.2	16
74	Fc1ccc2c(c1)nc(N1CCCCC1)c1nccn12	-5	-0.6	-0.2	-10
75	O=C1CSC(c2ccccc2)N1c1ccc(O)cc1 (centres undefined)	1	-1.0	0.0	9
76	CNC(=S)N1CCN(S(=O)(=O)c2ccc(F)c(F)c2F)CC1	12	-2.2	0.1	-3
77	CCOc1ccccc1C1C(C(=O)OC)=C(C)NC2=C1C(=O)CCC2 (centres undefined)	8	0.9	0.4	5
78	Cc1ccc2c(c1)c1nnc(SCC(=O)N3CCCCC3)nc1n2C	0	-0.1	0.0	2
79	Cc1ccc(NC(=O)CN2Cc3ccccc3C2=O)c(C)c1	13	-0.7	0.1	-9
80	COc1ccccc1-c1nc2n(n1)C(c1ccc(Cl)cc1)C1=C(CCCC1=O)N2 (centres undefined)	-5	-1.5	0.0	-4
81	CC(=O)C1=C(O)C(=O)N(CCN2CCOCC2)C1c1ccc([N+](=O)[O-])cc1 (centres undefined)	-2	0.8	-0.2	4
82	CC(C)(C)n1ncc2c(=O)n(CC(=O)Nc3ccc(Br)cc3)cnc21	4	0.3	-0.1	6
83	CCOC(=O)Cc1csc(NC(=O)CCN2C(=O)C3C4C=CC(C4)C3C2=O)n1 (centres undefined)	-12	0.4	0.0	-1
84	CCCCC[C@H](O)/C=C/[C@H]1CC[C@@H](O)[C@@H]1C/C=C\CCCC(=O)O	4	2.6	.	.
85	CCN(CC)/C(C)=N/S(=O)(=O)c1ccc(Cl)cc1	-5	-1.3	-0.1	9
86	CCCCNC(=O)C(=O)Nc1ccc(S(=O)(=O)N2CCOCC2)cc1	2	0.3	0.1	-2
87	O=Cc1cc(COc2ccc(F)cc2Cl)cs1	-2	-0.3	-0.1	-64
88	C=CCNc1ncnc2c1ncn2C1OC(CO)C(O)C1O (centres undefined)	-2	0.0	0.1	-51
89	COc1ccc(NC(=O)c2ccccc2I)cc1	-20	-1.4	-0.1	-24
90	CC(C)(C)c1ccc(C(=O)Nc2nnc(-c3ccccc3Cl)s2)cc1	0	0.4	-0.1	6

Limited to FBW7 act, MITF inh and GPR151 activ, for 2 of the compounds above:
cpd	smiles	FBW7 act	MITF inh	GPR151 activ
72	Cc1cccnc1NC(=O)c1c(O)c2ccccc2n(C)c1=O	0.1	-4	-0.5
73	CCc1ccccc1NC(=O)/C(C#N)=C\c1ccc(I)o1	-0.2	16	1.3

Further compounds follow.
no.	molecule	MITF inh	GPR151 activ	FBW7 act	TEAD-YAP inh
91	COc1cccc(NC(=O)CSC2=C(C#N)C(c3ccccc3F)C(C(=O)Nc3ccccc3OC)=C(C)N2)c1 (centres undefined)	-3	1.0	0.0	1
92	CC(C)(C)c1ccc(C2=N/C(=C\c3ccccc3Br)C(=O)O2)cc1	14	-0.6	0.0	7
93	c1coc(CNC2CCN(Cc3ccncc3)CC2)c1	5	-1.8	0.3	8
94	O=C(Nc1cccc([N+](=O)[O-])c1)c1cc2ccccc2o1	-3	2.4	-0.1	-70
95	COc1ccc(Cn2c(=S)[nH]c3cc(C(=O)NCc4ccccc4Cl)ccc3c2=O)cc1	4	-1.3	0.1	0
